PrPC TRFRET: reduces human prion protein on the cell surface; AID 720596; cell surface PrPC, TR-FRET read-out; 370,000 compounds, 0.43% hits; inhibition, % at 13.8 µM; in the data active means inhibition above about 24%; further: 0% = median of the test wells and 100% = reference compound wells
Mtb UGM inh: inhibitors of M. tuberculosis UDP-galactopyranose mutase; P9WIQ1; purified UGM, fluorescence polarization probe displacement; inhibition, % at 10 µM; 320,000 compounds, 0.06% hits; in the data active means inhibition above about 10%, passing the limit was not always enough; inconclusive means no clear call, values can overlap the other calls
Rv3671c protease: inhibitors of M. tuberculosis serine protease Rv3671c; P9WHR9; 320,000 compounds, 0.048% hits; inhibition, % at 5.96 µM; in the data active means inhibition above about 38%;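 further: extracellular domain of Rv3671c used as enzyme; 0% = enzyme with DMSO and 100% = no enzyme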
Target sequence (P9WHR9 whole entry, looked up, the tested form may be a part): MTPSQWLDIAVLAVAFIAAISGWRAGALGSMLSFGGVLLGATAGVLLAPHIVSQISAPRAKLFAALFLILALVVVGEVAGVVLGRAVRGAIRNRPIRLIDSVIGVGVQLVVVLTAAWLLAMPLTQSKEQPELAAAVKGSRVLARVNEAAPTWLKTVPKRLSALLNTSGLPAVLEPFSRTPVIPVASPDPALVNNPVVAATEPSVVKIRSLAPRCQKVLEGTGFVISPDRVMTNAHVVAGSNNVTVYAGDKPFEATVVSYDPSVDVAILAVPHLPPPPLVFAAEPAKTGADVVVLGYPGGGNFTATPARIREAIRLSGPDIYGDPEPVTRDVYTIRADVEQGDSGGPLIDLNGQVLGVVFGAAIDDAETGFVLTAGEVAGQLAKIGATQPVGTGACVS
BoNT F protease: blocks Botulinum neurotoxin F light chain protease. Multiplex microsphere protease cleavage assay, flow cytometry. inhibition, % at 10 µM. AID 588497. 360,000 compounds, 0.22% hits; in the data active means inhibition above about 35%, passing the limit was not always enough; inconclusive means no clear call, values can overlap the other calls; further: plate controls were buffer without enzyme for full effect and enzyme alone for no effect
Mtb BioA inh: blocks M. tuberculosis BioA enzyme activity. inhibition, % at 9.99 µM. AID 602481. purified M. tuberculosis BioA enzyme, plate reader. 360,000 compounds, 0.096% hits; in the data active means inhibition above about 40%; inconclusive means no clear call, values can overlap the other calls
GDH-TPI inh: GDH-TPI coupled enzyme inhibition counter-screen; 360,000 compounds, 1.2% hits; inhibition, % at 4.8 µM; GDH-TPI coupled enzyme counterscreen, NADH absorbance; AID 588335; in the data active means inhibition above about 30%;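 further: 0% = DMSO wells and 100% = wells lacking the enzyme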
MazEF act: increases E. coli MazEF RNase cleavage of RNA; FAM/BHQ RNA-DNA oligo cleavage fluorescence, 5 h; activation, % at 20 µM; 350,000 compounds, 0.32% hits; in the data active means activation above about 50%
Target sequence (P0AE70 whole entry, looked up): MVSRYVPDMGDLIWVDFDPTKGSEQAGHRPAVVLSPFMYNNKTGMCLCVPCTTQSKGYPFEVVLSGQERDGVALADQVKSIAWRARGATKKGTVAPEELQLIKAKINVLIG
FadD28 binding: M. tuberculosis FadD28 bisubstrate binding inhibition. AID 588549. FadD28 bisubstrate probe binding, fluorescence polarization. inhibition, % at 12.5 µM. 360,000 compounds, 0.22% hits; in the data active means inhibition above about 8.5%, passing the limit was not always enough; inconclusive means no clear call, values can overlap the other calls
FBA Mtb inh: inhibits M. tuberculosis FBA enzyme; P9WQA3; purified M. tuberculosis FBA, fluorescence read-out; inhibition, % at 1 µM; 360,000 compounds, 2.3% hits; in the data active means inhibition above about 27%;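 further: 0% = vehicle and 100% = reference inhibitor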
Target sequence (P9WQA3 whole entry, looked up): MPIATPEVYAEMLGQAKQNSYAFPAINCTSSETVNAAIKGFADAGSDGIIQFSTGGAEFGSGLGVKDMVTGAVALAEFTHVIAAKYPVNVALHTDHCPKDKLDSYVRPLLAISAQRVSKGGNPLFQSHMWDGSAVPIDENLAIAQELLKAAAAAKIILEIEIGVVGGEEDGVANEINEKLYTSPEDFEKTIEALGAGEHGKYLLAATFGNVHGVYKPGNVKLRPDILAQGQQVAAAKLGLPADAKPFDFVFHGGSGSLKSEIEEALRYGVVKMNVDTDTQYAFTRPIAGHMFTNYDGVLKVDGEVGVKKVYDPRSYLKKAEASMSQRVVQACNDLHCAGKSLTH
* marks the source's active call; other numbers are inactive results; ? = inconclusive; . = not tested or not shown; & = joins results of further samples.

compound | PrPC TRFRET | Mtb UGM inh | Rv3671c protease | BoNT F protease | Mtb BioA inh | GDH-TPI inh | MazEF act | FadD28 binding | FBA Mtb inh
CCC1CCCCN1CCNC(=O)c1[nH]c(C)c(C(C)=O)c1C (stereo unspecified) | 0 | 4.7 | -3 | -24 | 2.9 | -1 | -1 | -0.4 | -2
CCOC(=O)N(C)C[C@@H]1OCc2cnnn2CCCC(=O)N([C@H](C)CO)C[C@@H]1C | 7 | . | . | -1 | -0.1&0.5 | 5 | 8 | 1.3 | 1
COc1ccc(NC(=O)CSc2nc(=O)n(CCN3CCOCC3)c3c2CCC3)c(OC)c1 | 4 | 2.0 | -4 | 4 | 5.0 | 16 | 1 | 0.0 | -2
COC(=O)c1ccc2c(=O)n(CCN3CCOCC3)c(=S)[nH]c2c1 | -3 | -1.2 | -4 | -5 | -1.0 | 5 | 2 | 1.4 | 0
CCOc1ccccc1C(=O)N/N=C/c1c[nH]c2ccccc12 | -6 | -2.3 | 12 | 3 | -0.1 | 10 | 6 | -1.9 | 0
O=C(Oc1cccc2cccnc12)c1ccc2c(c1)OCCO2 | -5 | -0.8 | 6 | 9 | -1.1 | -3 | 4 | -9.2 | 0
O=C(NCc1cccnc1)C(=O)NCC(c1ccco1)N1CCN(c2ccccc2F)CC1 (stereo unspecified) | -4 | -1.5 | -10 | -3 | . | 8 | 0 | -1.1 | 1
Cc1onc(-c2c(F)cccc2Cl)c1C(=O)N1CCc2ccccc21 | . | -1.0 | 10 | 4 | . | -3 | 4 | -1.2 | 1
CC(C)(C)OC(=O)NC(CCCCNC=O)C(=O)O (stereo unspecified) | 5 | -1.7 | -4 | 2 | -0.2 | 4 | 1 | -5.6 | 0
O=C(CCC1CCCN(C(=O)c2ccc3cc[nH]c3c2)C1)N1CCN(c2ccccn2)CC1 (stereo unspecified) | 9 | -2.1 | 5 | -7 | -3.4 | -4 | -14 | -0.3 | 6
C=CCn1c(O)c2ccc(C(=O)N=NC(=O)c3ccc(F)cc3)cc2c1O | -8 | -0.4 | 7 | ? | -2.2 | 4 | 1 | -1.4 | 0
CCOc1ccc(S(=O)(=O)N2CCN(C(=O)c3cccnc3)CC2)cc1 | 1 | -2.2 | -11 | -20 | 0.0 | -1 | -2 | -1.4 | -2
Cc1ccc2c(c1)cc(CN(C(=O)N1CCOCC1)C1CCCC1)c1nnnn12 | 9 | 3.8 | 4 | -5 | . | 2 | 7 | 1.1 | 0
Cc1nc(SCC(=O)N2CCOCC2)c2c(C)c(C)sc2n1 | 5 | 1.1 | 4 | -2 | 0.9 | 5 | 0 | -2.6 | 4
O=C(Cc1c(F)cccc1Cl)N1CCN(S(=O)(=O)c2cccs2)CC1 | 4 | -1.3 | -1 | -5 | 0.6 | 2 | 12 | -0.6 | 4
COc1ccc(OC)c(S(=O)(=O)Nc2ccccc2C(F)(F)F)c1 | 7 | -0.8 | -1 | -12 | -2.1 | 7 | -2 | 0.2 | 2
N#Cc1c(-c2ccc3c(c2)OCO3)csc1N | -3 | 1.3 | 9 | -10 | 9.6 | 6 | 7 | -0.2 | 1
CCCSc1ccc([C@H]2N[C@@](C)(C(=O)OC)[C@H]3C(=O)N(C)C(=O)[C@@H]23)cc1OC | -5 | -1.2 | -12 | -2 | 1.4 | 3 | 0 | -1.2 | 0
O=C1NC(=S)S/C1=C\c1coc2ccc(O)cc2c1=O | 1 | 0.0 | -19 | -3 | 0.4 | 30 | 1 | -5.7 | 1
Cc1ccc(O)c(NC(=O)C2=CC(c3ccco3)=NS(=O)(=O)N2C)c1 | -9 | 2.0 | 14 | -1 | 8.4 | 21 | 13 | -1.5 | -1
COc1ccc(-c2csc(NC(=O)CSc3nnc(Nc4ccccc4C)s3)n2)cc1 | 3 | -0.7 | -18 | -3 | . | 13 | -8 | -3.3 | -1
CCc1cccc(CC)c1NC(=O)COC(=O)c1cccc(S(=O)(=O)N2CCc3ccccc3C2)c1 | 1 | 0.5 | -5 | -4 | . | 14 | 3 | -0.4 | -1
CC(Oc1ccc2c3c(c(=O)oc2c1)CCCC3)C(=O)NCc1cccnc1 (stereo unspecified) | -3 | -0.8 | -11 | -5 | 11 | 11 | 2 | -2.8 | 71*
O=C(Nc1ncc(Cc2ccc(SC(F)F)cc2)s1)c1ccc(OC(F)F)cc1 | 7 | -0.9 | -1 | 1 | . | -7 | 1 | -4.4 | -6
Cc1ccc(OCC(O)CN2CCc3ccccc3C2)c(C)c1 (stereo unspecified) | 4 | -4.6 | 8 | 2 | 0.8 | 6 | 4 | -2.6 | 1

Entries of single compounds, quoted from the list.
`O=C(Oc1cccc2cccnc12)c1ccc2c(c1)OCCO2` as listed: PrPC TRFRET: -5; Mtb UGM inh: -0.8; Rv3671c protease: 6; BoNT F protease: 9; Mtb BioA inh: -1.1; GDH-TPI inh: -3; MazEF act: 4; FadD28 binding: -9.2; FBA Mtb inh: 0
`O=C(NCc1cccnc1)C(=O)NCC(c1ccco1)N1CCN(c2ccccc2F)CC1` (stereo unspecified) as listed: PrPC TRFRET: -4; Mtb UGM inh: -1.5; Rv3671c protease: -10; BoNT F protease: -3; Mtb BioA inh: .; GDH-TPI inh: 8; MazEF act: 0; FadD28 binding: -1.1; FBA Mtb inh: 1

Following part:
compound | PrPC TRFRET | Mtb UGM inh | Rv3671c protease | BoNT F protease | Mtb BioA inh | GDH-TPI inh | MazEF act | FadD28 binding | FBA Mtb inh
CC1=CCC(C(=O)O)C(C(=O)NC2CCCCC2)C1 (stereo unspecified) | -4 | -1.1 | -5 | -1 | -0.4 | -8 | 0 | -0.6 | 0
CCCCNC(=O)CN1C(=O)NC2(CCOc3ccccc32)C1=O (stereo unspecified) | -6 | -0.6 | -5 | 1 | -11 | -3 | -1 | -0.8 | 7
CCc1cccc(NC(=O)C2CCCN(S(=O)(=O)c3ccc4[nH]c(=O)ccc4c3)C2)c1 (stereo unspecified) | 1 | 2.3 | -9 | 0 | 0.5 | 4 | 8 | -2.6 | 1
COc1ccc2c(c1)O/C(=C\c1ccccc1C)C2=O | 8 | -0.3 | -1 | -6 | 0.5 | 12 | -3 | -2.1 | 1
Cc1nn(Cc2ccc(C(=O)N/N=C/c3ccncc3)o2)c(C)c1Cl | -8 | 1.1 | . | -3 | 9.9 | 8 | 5 | -1.6 | -1
Cc1cccc(N2C(=O)NC(=O)/C(=C\C=C\c3ccco3)C2=O)c1 | -2 | 1.4 | -19 | -1 | . | 11 | -207 | 0.9 | -2
C=C1CCN([C@@H](C)C(=O)NCc2ccc(Cl)cc2)S(=O)(=O)c2ccccc21 | 0 | -1.4 | 6 | -7 | 0.8 | 8 | 1 | -2.3 | 5
Cc1oc(S(=O)(=O)N(C)C)cc1C(=O)Nc1ccc(Cl)cc1 | -1 | -2.5 | 6 | -6 | . | 5 | 11 | -0.2 | -1
O=C(NCC(c1cccs1)N1CCOCC1)c1cc(Cl)ccc1[N+](=O)[O-] (stereo unspecified) | -17 | 0.1 | 7 | 6 | -1.8 | 13 | 5 | 0.5 | 5
Cc1ccccc1OCC(=O)Nc1cc(Cl)ccc1Oc1ccccc1 | 7 | 1.3 | -25 | -7 | . | -5 | 5 | -1.4 | -1
COc1ccc(C(=O)NNC(=O)c2ccc(F)c(S(=O)(=O)N3CCOCC3)c2)cc1 | 7 | 4.4 | 2 | 0 | . | 8 | 8 | 0.1 | 1
CCOc1ccc2c(c1)c(=O)c(S(=O)(=O)c1ccc(C)cc1)cn2CC | 2 | 0.6 | -9 | -8 | -0.6 | 19 | 2 | -0.3 | 9
COc1cc2cc(CCCOC(=O)c3ccco3)oc(=O)c2cc1OC | -6 | 1.2 | -19 | -2 | -3.7 | 16 | 0 | -1.8 | 3
O=C(COc1ccccc1)NCCSCc1ccccc1Cl | 4 | 0.2 | -3 | -1 | 1.9 | 1 | -5 | -3.8 | -4
CCn1c(SCC(=O)NCC2CCCO2)nc2cc(S(=O)(=O)N3CCCCC3)ccc21 (stereo unspecified) | 6 | -1.8 | -3 | -4 | -0.4 | -4 | -2 | -3.5 | 0
COc1cc(NS(=O)(=O)c2ccc(NC(=O)CCC(=O)O)cc2)nc(OC)n1 | 3 | 3.4 | 1 | -14 | -1.4 | -3 | -22 | -1.3 | -1
O=[N+]([O-])c1ccc(S(=O)(=O)c2cccc(C(F)(F)F)c2)nc1 | . | 1.7 | 6 | . | 0.8 | 2 | 4 | -2.4 | 3
O=C(CNc1cccc2ccccc12)N/N=C/c1ccc(OC(=O)/C=C/c2ccco2)cc1 | -5 | . | . | -3 | -1.1 | 20 | -5 | -1.9 | 6
CC(=O)N(/N=C1\Sc2ccccc2C1=O)c1ccccc1 | 0 | . | . | 8 | -0.5 | -3 | -10 | -0.8 | -1
CCOC(=O)Cc1csc(NC(=O)Nc2ccccc2)n1 | 5 | 2.2 | 2 | -5 | -0.2 | 6 | 1 | -5.4 | 1
CCc1nc2ccc(C(=O)NCCNC(C)=O)cn2c1N(CC)CCOC | -2 | . | . | -5 | -2.0 | 5 | . | 0.6 | 4
CCC(=O)N1CCc2cc(S(=O)(=O)NCCN3CCC(C)CC3)ccc21 | -5 | -0.9 | -5 | -2 | -4.2 | 0 | -5 | 1.4 | 6
O=C(NCc1ccccc1Cl)C1CCC(CNc2c(N3CCOCC3)c(=O)c2=O)CC1 (stereo unspecified) | . | -1.5 | 2 | 0 | 0.6 | 0 | -1 | 0.6 | 0
CC1(C)CC2CC(C)(CN2S(=O)(=O)c2cccc(C(N)=O)c2)C1 (stereo unspecified) | -1 | 3.0 | -2 | 2 | -0.2 | -4 | 5 | -3.0 | -2
COc1ccc(S(=O)(=O)N2CCC3CC2c2c(-c4ccc(C(F)(F)F)cc4)cccc23)cc1 (stereo unspecified) | -2 | . | . | 5 | 0.9 | . | . | -4.3 | -3

3 entries out of the list, ordered by molar mass, lowest first:
compound | PrPC TRFRET | Mtb UGM inh | Rv3671c protease | BoNT F protease | Mtb BioA inh | GDH-TPI inh | MazEF act | FadD28 binding | FBA Mtb inh
CC1(C)CC2CC(C)(CN2S(=O)(=O)c2cccc(C(N)=O)c2)C1 (stereo unspecified) | -1 | 3.0 | -2 | 2 | -0.2 | -4 | 5 | -3.0 | -2
CCC(=O)N1CCc2cc(S(=O)(=O)NCCN3CCC(C)CC3)ccc21 | -5 | -0.9 | -5 | -2 | -4.2 | 0 | -5 | 1.4 | 6
O=C(NCc1ccccc1Cl)C1CCC(CNc2c(N3CCOCC3)c(=O)c2=O)CC1 (stereo unspecified) | . | -1.5 | 2 | 0 | 0.6 | 0 | -1 | 0.6 | 0

Going on with the list.
compound | PrPC TRFRET | Mtb UGM inh | Rv3671c protease | BoNT F protease | Mtb BioA inh | GDH-TPI inh | MazEF act | FadD28 binding | FBA Mtb inh
Cc1ccccc1-c1nc(CN2CCC(C(=O)NCc3cccnc3)CC2)c(C)o1 | -12 | -0.8 | -5 | -3 | 0.1 | 4 | -6 | -0.7 | 2
COc1cc(C2/C(=C(/O)c3ccccc3)C(=O)C(=O)N2c2ccccn2)ccc1O (stereo unspecified) | -9 | -0.5 | 1 | -9 | . | 2 | -9 | -2.9 | -1
Nc1ccccc1NC(=O)NC(=O)c1ccccc1 | 0 | 1.0 | -3 | 15 | -2.0 | -4 | -9 | -0.9 | 1
CCOC(=O)C1CCCN(C(=S)Nc2ccc(OC)cc2)C1 (stereo unspecified) | -4 | -1.2 | -6 | -3 | 0.2 | -4 | 11 | -4.1 | -5
COc1ccc(CNS(=O)(=O)c2c(C)[nH]c(C)c2C(=O)N2CCCCC2)cc1 | 0 | 0.5 | 3 | -2 | -1.3 | -5 | -1 | -2.8 | 0
CCn1c(N)c(C(=O)NCC2CCCO2)sc1=S (stereo unspecified) | -7 | -1.9 | 1 | -3 | 0.2 | 10 | -2 | -2.2 | 1
CC(Sc1nnc(CNC(=O)c2ccccc2F)n1C)C(=O)Nc1nccs1 (stereo unspecified) | 6 | -5.2 | -3 | 8 | . | -13 | -8 | -3.4 | 0
COc1ccc(-c2coc3c(C(=O)Nc4cccc(C(C)=O)c4)cccc23)c(C)c1 | -5 | . | . | 8 | -2.0 | 12 | . | ? | 3
O=C(N1CCCC1)N1CCN(S(=O)(=O)c2ccccc2)CC1 | 0 | 2.8 | 8 | -2 | . | -2 | 8 | . | -1
Fc1ccccc1-c1nc2nc3ccccc3nc2n1CC1CCCO1 (stereo unspecified) | -18 | -0.4 | 3 | ? | -0.8 | 59* | -5 | -4.0 | 60*
Cc1cccc(C2Nc3ccccc3C(=O)N2NC(=O)c2ccc([N+](=O)[O-])cc2)n1 (stereo unspecified) | -19 | -1.0 | -3 | -13 | -1.7 | 14 | 0 | -0.8 | -2
